# HTR5A ag: counter-screen for OPRM1-OPRD1 agonists: human HTR5A agonism | 0.61% of 340,000 active | activation, % at 9.3 µM | HTR5A agonist assay, luminescence, cell-based | P47898; in the data active = activation mostly above about 9.5%, no sharp cut-off; inactive = mostly below about 7.6%;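 note: 0% = cells with vehicle only and 100% = reference agonist; strong numbers were not always called active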
# HTR5A inv ag: inverse agonist of human HTR5A in OPRM1-OPRD1 counter-screen. HTR5A cell line, luminescence, inverse agonism. inhibition, % at 9.3 µM. AID 504634. 0.083% of 340,000 active. P47898; in the data active = inhibition mostly above about 23%, no sharp cut-off; inactive = mostly below about 18%;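 note: 0% = cells with DMSO and 100% = no-cell wells with DMSO; some compounds called inactive have numbers as strong as hits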
# dFosB act: activators of mouse delta FosB homodimer; 0.99% of 340,000 active; activation, % at 25 µM; P13346; purified delta FosB, TAMRA-CDK5 oligo fluorescence polarization; percent of positive-control signal above neutral wells; AID 493131;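 active = mean activation above about 17%, with every replicate also reaching it, limit read from the data, passing the limit was not always enough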;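 note: fluorescence polarization rise as delta FosB binds a TAMRA Cdk5 AP-1 oligo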
# PvdQ inh: P. aeruginosa PvdQ acylase inhibition. AID 488965. purified PvdQ acylase, fluorescence plate reader. inhibition, % at 10 µM. 0.063% of 340,000 active; in the data active = inhibition above about 30%, passing the limit was not always enough;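 note: 0% = vehicle neutral wells and 100% = reference inhibitor wells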
# CDK5 inh: CDK5/p35 (human) kinase inhibition. Recombinant CDK5/p35, ADP-Glo luminescence, 60 min. inhibition, % at 10 µM. Q00535+Q15078. 0.01% of 330,000 active;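 active = highest replicate inhibition of at least 50% and at least 75% of replicates reaching 50%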;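 note: plate controls were DMSO neutral control for no effect and GW8510 at 10 µM for full effect; many of its hits are not listed in these tables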
# Target sequence (Q00535 whole entry, looked up): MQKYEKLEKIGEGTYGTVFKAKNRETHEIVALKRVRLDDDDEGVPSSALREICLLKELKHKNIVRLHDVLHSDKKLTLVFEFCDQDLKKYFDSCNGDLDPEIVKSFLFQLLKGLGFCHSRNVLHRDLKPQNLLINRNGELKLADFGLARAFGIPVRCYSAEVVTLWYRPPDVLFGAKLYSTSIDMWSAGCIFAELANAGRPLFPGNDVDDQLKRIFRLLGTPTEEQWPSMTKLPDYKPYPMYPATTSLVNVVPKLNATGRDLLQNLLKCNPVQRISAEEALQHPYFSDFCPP
# Target sequence (Q15078 whole entry, looked up): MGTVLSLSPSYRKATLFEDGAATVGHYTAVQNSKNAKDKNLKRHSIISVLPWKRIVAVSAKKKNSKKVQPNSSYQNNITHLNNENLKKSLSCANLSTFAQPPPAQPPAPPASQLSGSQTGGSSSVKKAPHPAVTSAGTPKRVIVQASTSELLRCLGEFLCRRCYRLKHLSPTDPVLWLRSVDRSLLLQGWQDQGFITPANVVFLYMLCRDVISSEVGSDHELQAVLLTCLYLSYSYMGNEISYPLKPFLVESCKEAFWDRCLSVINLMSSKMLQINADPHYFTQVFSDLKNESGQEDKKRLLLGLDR
# V-ATPase pHluor: alters yeast V-ATPase proton transport. 0.37% of 350,000 active. S. cerevisiae, pHLuorin cytosolic pH fluorescence. response, % at 10 µM; in the data active = response mostly above about 7.3%, no sharp cut-off; inactive = mostly below about 5.4%; note: actives read high; inactives centre near 0; some compounds called inactive have numbers as strong as hits; reference of the scale not given here
# SR-BI HDL uptake: blocks mouse SR-BI lipid uptake from DiI-HDL | Q61009 | ldlA[mSR-BI] CHO cells, DiI-HDL uptake fluorescence, 3 h | inhibition, % at 12.5 µM | 0.96% of 320,000 active | AID 488896;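 active = mean replicate inhibition of at least 70% and a set share of replicates each scoring 70 or more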;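 note: 0% = median of neutral control wells and 100% = median of positive control wells; values of inactives mirror those of a sister screen read the other way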
# Wnt bcat act: activates Wnt/beta-catenin signaling in a reporter cell assay. activator, plate reader. activation, % at 9.35 µM. 1.2% of 300,000 active. AID 743398; in the data active = activation above about 30%, passing the limit was not always enough;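 note: 0% = neutral control wells and 100% = positive control wells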
# NSD2 HMT inh: blocks human histone methyltransferase NSD2. O96028. NSD2 peptide methylation, AlphaScreen, 120 min. inhibition, % at 12.5 µM. 0.54% of 310,000 active; in the data active = inhibition above about 50%
# MITF act: increases MITF-driven TRPM1 promoter luciferase signal; SK-MEL-5 TRPM1-promoter luciferase, 24 h; % of positive control, neutral wells = 0; activation, % at 12.5 µM; 0.75% of 300,000 active;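 active = mean activation of at least 80% with every replicate also reaching 80%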;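 note: 0% = neutral control wells and 100% = parthenolide positive control wells; values of inactives mirror those of a sister screen read the other way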
# The depositor's hits bear a star; x = no result given. A portion of the library; the hit share may differ from the screen's.
1) COc1cc2oc(=O)c(CC(=O)N3C[C@H]4C[C@@H](C3)c3cccc(=O)n3C4)c(C)c2cc1Cl
2) O=C1NC(=O)C(=Cc2cn(CCOc3ccc4c(c3)OCO4)c3ccccc23)C(=O)N1
3) CC(=O)c1c(C)n(CCCOC(C)C)c2ccc(O)cc12
4) CCc1c(C)nc(N)nc1N1N=C1SCC#N
5) c1cc2c(cc1CN1CCNCC1)OCO2
assay / entry | 1 | 2 | 3 | 4 | 5
HTR5A ag | 0.8 | -0.9 | 1.8 | -1.2 | 1.6
HTR5A inv ag | -8.9 | -14.9 | 6.9 | -6.4 | -6.0
dFosB act | 4.2 | -13.5 | -4.4 | -8.2 | -4.4
PvdQ inh | -2.0 | -17.4 | -0.5 | 21.1 | -3.5
CDK5 inh | -0.7 | 0.9 | 0.6 | 1.9 | -0.6
V-ATPase pHluor | 2.3 | -5.7 | -2.5 | -0.5 | -1.1
SR-BI HDL uptake | -12.6 | -12.1 | 22.6 | -27.3 | -26.5
Wnt bcat act | -2.2 | -2.0 | x | x | x
NSD2 HMT inh | x | x | 1.4 | 1.0 | 1.7
MITF act | -5.6 | 0.5 | 1.4 | 2.5 | 8.1

# Retrieved one by one from above (four):
3) CC(=O)c1c(C)n(CCCOC(C)C)c2ccc(O)cc12
5) c1cc2c(cc1CN1CCNCC1)OCO2
4) CCc1c(C)nc(N)nc1N1N=C1SCC#N
2) O=C1NC(=O)C(=Cc2cn(CCOc3ccc4c(c3)OCO4)c3ccccc23)C(=O)N1
assay / entry | 3 | 5 | 4 | 2
HTR5A ag | 1.8 | 1.6 | -1.2 | -0.9
HTR5A inv ag | 6.9 | -6.0 | -6.4 | -14.9
dFosB act | -4.4 | -4.4 | -8.2 | -13.5
PvdQ inh | -0.5 | -3.5 | 21.1 | -17.4
CDK5 inh | 0.6 | -0.6 | 1.9 | 0.9
V-ATPase pHluor | -2.5 | -1.1 | -0.5 | -5.7
SR-BI HDL uptake | 22.6 | -26.5 | -27.3 | -12.1
Wnt bcat act | x | x | x | -2.0
NSD2 HMT inh | 1.4 | 1.7 | 1.0 | x
MITF act | 1.4 | 8.1 | 2.5 | 0.5

# Continued:
6) COC(=O)C1=C(c2ccc3ccccc3c2)C[C@@H]2CC[C@H]1N2C(=O)NC1CCCCC1
7) O=C(CCC(=O)N1CC2C[C@@H](C1)Cn1c2cccc1=O)NCCc1ccccc1
8) CN1C2CCC1CC(OC(=O)c1cc(Cl)cc(Cl)c1)C2 (stereo not given)
9) O=C(O)c1ccc(-n2c(O)c(/C=C3\C=Nc4ccccc43)c(=O)[nH]c2=O)cc1
10) COC(=NC1CCCCC1)C(O)c1c[nH]c2ccccc12 (stereo not given)
assay / entry | 6 | 7 | 8 | 9 | 10
HTR5A ag | 5.3 | 0.1 | -3.9 | 2.7 | 2.7
HTR5A inv ag | 4.6 | 19.6 | -4.3 | -9.5 | 5.6
dFosB act | -12.9 | -1.9 | 0.2 | -0.2 | -9.7
PvdQ inh | -11.4 | -24.6 | -7.3 | 13.7 | -10.6
CDK5 inh | 0.3 | -4.0 | 1.2 | 0.8 | 0.7
V-ATPase pHluor | 1.5 | 2.0 | 0.6 | 0.4 | 2.7
SR-BI HDL uptake | -2.3 | -13.9 | -18.6 | -12.2 | -9.5
Wnt bcat act | x | -1.2 | x | 0.7 | -2.1
NSD2 HMT inh | x | x | 3.9 | 3.7 | 0.4
MITF act | -4.9 | 15.8 | 2.0 | -19.7 | x

# Structures from the list above with a Cl atom:
1) COc1cc2oc(=O)c(CC(=O)N3C[C@H]4C[C@@H](C3)c3cccc(=O)n3C4)c(C)c2cc1Cl
8) CN1C2CCC1CC(OC(=O)c1cc(Cl)cc(Cl)c1)C2 (stereo not given)
assay / entry | 1 | 8
HTR5A ag | 0.8 | -3.9
HTR5A inv ag | -8.9 | -4.3
dFosB act | 4.2 | 0.2
PvdQ inh | -2.0 | -7.3
CDK5 inh | -0.7 | 1.2
V-ATPase pHluor | 2.3 | 0.6
SR-BI HDL uptake | -12.6 | -18.6
Wnt bcat act | -2.2 | x
NSD2 HMT inh | x | 3.9
MITF act | -5.6 | 2.0

# Later entries:
11) CC1CCC(NC(=O)CNC(=S)N2CC3CC(C2)c2cccc(=O)n2C3)CC1 (stereo not given)
12) O=C(c1ccc(F)c([N+](=O)[O-])c1)N1CC2CC(C1)c1cccc(=O)n1C2 (stereo not given)
13) O=C1NC(=O)C(C2CCCCCC2)C(=O)N1
14) Cc1cc(C=O)c(C)n1CC1CCCO1 (stereo not given)
assay / entry | 11 | 12 | 13 | 14
HTR5A ag | -2.0 | 0.2 | -5.0 | 5.3
HTR5A inv ag | 8.3 | -1.0 | 19.4 | -0.5
dFosB act | 4.7 | -2.8 | 1.6 | 8.5
PvdQ inh | -0.7 | -10.7 | 9.0 | -20.2
CDK5 inh | x | 2.7 | -3.6 | -4.6
V-ATPase pHluor | -0.6 | 0.6 | -3.8 | 4.2
SR-BI HDL uptake | -11.0 | -11.1 | -6.6 | 2.9
Wnt bcat act | 3.3 | 1.0 | -4.0 | x
NSD2 HMT inh | -4.6 | 0.6 | 1.3 | -5.1
MITF act | -2.6 | -11.4 | 0.8 | 11.9

# High-throughput results (PubChem)
